DENV2 CPE – inhibitors of DENV2 cytopathic effect | DENV2-infected cells, cytopathic effect rescue, plate reader | CPE inhibition, % at 9.99 µM | 1.7% of 350,000 active | AID 651640; in the data active means CPE inhibition above about 20%, passing the limit was not always enough; inconclusive means no clear call, values can overlap the other calls; tested in BHK-21 cells;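 further: 0% = median of neutral control wells and 100% = median of positive control wells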
ERp5 block – blocks human ERp5 reductase activity on insulin. Q15084. ERp5 insulin aggregation, absorbance 650 nm, 90 min. inhibition, % at 9.99 µM. 0.05% of 350,000 active. AID 651711;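 active means mean replicate inhibition above about 25%, with every replicate also reaching it, limit read from the data, passing the limit was not always enough; inconclusive means only one of those two criteria met; inactive means neither criterion met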
Target sequence (Q15084 whole entry, looked up): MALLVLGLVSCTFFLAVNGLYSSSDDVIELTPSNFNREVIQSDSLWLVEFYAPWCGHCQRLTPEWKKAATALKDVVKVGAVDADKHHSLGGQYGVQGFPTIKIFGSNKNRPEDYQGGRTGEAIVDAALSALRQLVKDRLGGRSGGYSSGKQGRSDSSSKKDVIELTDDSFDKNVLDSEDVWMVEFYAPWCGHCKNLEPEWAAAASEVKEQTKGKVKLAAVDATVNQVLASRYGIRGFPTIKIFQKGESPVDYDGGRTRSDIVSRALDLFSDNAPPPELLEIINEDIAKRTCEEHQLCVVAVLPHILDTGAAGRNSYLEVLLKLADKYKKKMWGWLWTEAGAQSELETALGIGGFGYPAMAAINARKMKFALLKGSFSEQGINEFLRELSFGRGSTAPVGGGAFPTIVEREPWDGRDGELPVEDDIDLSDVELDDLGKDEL
GSIS activator – GLuc luminescence reporter in INS-1E cells, primary screen for activators of glucose-dependent secretion of insulin | INS-1E GLuc reporter insulin secretion, 2-3 h | activation, % at 16.6 µM | 0.61% of 370,000 active | AID 743287;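 active means lowest replicate activation of at least 40%, so every replicate reaches that level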;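 further: 0% = median of neutral control wells and 100% = median of IBMX positive control wells; some compounds called inactive have numbers as strong as hits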
ARNT-TACC3 inh – disruptors of human ARNT/TACC3 interaction; Q9Y6A5; AlphaScreen His-ARNT PAS-B/GST-TACC3 binding, luminescence; TACC3 fragment carries E629A point mutation; inhibition, % at 9.99 µM; 0.66% of 390,000 active; AID 623870;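 active means mean inhibition of replicates at least 50% and at least half of replicates each reaching 50%; inconclusive means half or more replicates reach 50% but mean below 50%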;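 further: 0% = complete ARNT plus TACC3 wells and 100% = ARNT alone without TACC3; many hits fall short of the cut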
EWS-Fli inh – inhibitors of EWS/Fli oncoprotein transcriptional activity | inhibition, % at 12.6 µM | 0.67% of 350,000 active | A673 NR0B1-luciferase reporter, viability-normalised;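 active means mean inhibition of at least 50% after viability correction, with every replicate also passing that limit; inconclusive means mean reaches 50% but only one of two replicates passes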;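 further: firefly luciferase signal divided by Alamar Blue viability fluorescence both relative to DMSO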
PAX8 inh HTS – inhibitors of PAX8 transcriptional activity in RMG-I cells | RMG-I TPO-luciferase reporter, SteadyGlo, 24 h | inhibition, % at 12.6 µM | 1.2% of 360,000 active;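 active means mean replicate inhibition at least 60% with every replicate also reaching 60%; inconclusive means only one of the two criteria is met; inactive means mean below 60% and not all replicates reaching 60%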;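 further: luciferase light reporting Pax8 driven TPO promoter activity; plate controls were median of neutral control wells for no effect and mitoxantrone controls for full effect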
XiGFP reactiv – reactivates the inactive X chromosome in mouse fibroblasts; XiGFP mouse fibroblasts, % GFP-positive cells imaging, 3 d; cells co-treated with 5-aza-dC sensitizer; scaled so ellipticine positive control = 100%; activation, % at 7.58 µM; 0.055% of 360,000 active;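 active means mean normalized replicate activation at least 10% and every replicate at or above 10%; inconclusive means only one of the two criteria met; inactive means mean below 10% and not all replicates reach 10%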;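 further: 0% = median of on-plate neutral control wells and 100% = ellipticine 6 µM median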
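System: SV40-immortalized XiGFP fibroblast cells, line 68-5-11 / Incubation: 3-day compound exposure, then 15 min fixation at room temperature / Compound: single concentration per compound, delivered by pin transfer / Buffer or medium: DMEM plus 5-aza-dC sensitizer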
F508del corr – CFTR F508del correction in bronchial cells; CFBE cells, YFP halide quenching; stimulated with forskolin plus potentiator P3; % fluorescence drop versus neutral controls; activity (quench increase), % at 7.58 µM; 0.36% of 350,000 active; AID 720511;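 active means mean added fluorescence quench of at least 8% versus neutral control, with both replicates also reaching 8%; inconclusive means only one of the mean or replicate conditions met; inactive means mean below 8% and not both replicates reaching 8%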;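 further: cells transiently co-express mutant CFTR-F508del with the halide-sensitive YFP; corrector assay measuring rescue of mutant channel to the surface after 24 h compound exposure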
An asterisk follows results filed as active; u = inconclusive; x = no result given.

SMILES	DENV2 CPE	ERp5 block	GSIS activator	ARNT-TACC3 inh	EWS-Fli inh	PAX8 inh HTS	XiGFP reactiv	F508del corr
COc1cccc(C(C(=O)NCc2ccccc2)N2CCN(c3cccc(C)c3C)CC2)c1OC (configuration not stated)	1	-4	-3	x	6	-7	-0.1	1.1
Cc1ccc(S(=O)(=O)Nc2ccc3c(c2)C(=O)N([C@H](C)CO)C[C@H](C)[C@H](CN(C)S(=O)(=O)c2cccs2)OCCCC[C@H](C)O3)cc1	u	-7	-1	-6	0	u	0.2	2.3
CC12C=CC(C)(C3C(=O)NC(=O)C31)C1C3C(=O)NC(=O)C3C12 (configuration not stated)	u	2	x	x	1	9	0.1	1.1
Cc1ccc(S(=O)(=O)N(CC(=O)O)Cc2ccco2)cc1	28*	-5	2	-7	5	-7	0.6	0.9
CC(=O)Nc1ccc(S(=O)(=O)NCCS(=O)(=O)N2CCN(c3ccccc3)CC2)cc1	1	-3	6	1	5	15	0.5	4.3
Cc1noc(C)c1NC(=O)N(C)C[C@H]1Oc2ccc(NC(=O)NC3CCCCC3)cc2CC(=O)N([C@H](C)CO)C[C@H]1C	22*	2	11	3	-4	x	-0.9	-3.1
COc1ccc(OC(C)C(=O)N(C)Cc2nc(-c3ccc(OC)cc3)no2)cc1 (configuration not stated)	1	2	-6	1	3	20	0.1	0.1
C/C(=N\O)c1ccco1	-7	-2	-6	-3	-6	-6	0.1	-3.2
COc1ccc(C(CNC(=O)CN2C(=O)NC(C)(c3ccc4ccccc4c3)C2=O)N2CCCC2)cc1 (configuration not stated)	7	2	-12	x	-2	-5	0.0	-6.6
CCN(CC(=O)NCc1ccc(Cl)cc1)C(=O)c1sccc1C	-3	1	10	-1	-3	-6	0.0	-1.0

Molecules above containing a furan ring, fused or not (two):
SMILES	DENV2 CPE	ERp5 block	GSIS activator	ARNT-TACC3 inh	EWS-Fli inh	PAX8 inh HTS	XiGFP reactiv	F508del corr
Cc1ccc(S(=O)(=O)N(CC(=O)O)Cc2ccco2)cc1	28*	-5	2	-7	5	-7	0.6	0.9
C/C(=N\O)c1ccco1	-7	-2	-6	-3	-6	-6	0.1	-3.2

Next section:
SMILES	DENV2 CPE	ERp5 block	GSIS activator	ARNT-TACC3 inh	EWS-Fli inh	PAX8 inh HTS	XiGFP reactiv	F508del corr
Cc1ccc(S(=O)(=O)N(C)C[C@@H]2Oc3c(NC(=O)c4cc(C)nn4C)cccc3C(=O)N([C@H](C)CO)C[C@H]2C)cc1	1	-3	11	x	-7	-4	0.1	-0.5
CCN(Cc1nc(-c2ccc(OC)cc2)no1)C(=O)c1ccc2c(c1)OCO2	7	-3	4	4	-5	-5	0.1	0.9
COc1ccccc1C(=O)NCC(=O)N/N=C/c1ccc([N+](=O)[O-])cc1	-2	-5	-3	-4	4	-6	0.2	x
Cc1ccc(NC(=O)C2CCCN2S(=O)(=O)c2cccc3cccnc23)cc1F (configuration not stated)	8	-1	1	-2	3	-19	-0.2	-0.3
CN1C(=O)C(O)(CC(=O)/C=C/C=C/c2ccccc2)c2ccccc21 (configuration not stated)	x	x	8	-3	x	24	0.0	x
NC(=O)c1ccccc1NC(=O)c1ccccc1Cl	14	-2	8	0	-4	-10	0.0	-0.7
CCN(CC)CCC(c1cc(OC)c(OC)c(OC)c1)c1c(O)cc(OC)cc1OC (configuration not stated)	4	5	-4	x	-84	7	0.0	1.4
O=C(Nc1c(-c2ccccc2)[nH][nH]c1=O)c1ccccc1	1	-4	-5	x	-4	9	0.0	-1.0
CC(C)CNC(=O)CSc1nc2scc(-c3ccccc3)c2c(=O)[nH]1	x	u	-4	-5	1	30	-0.1	-0.3
C[C@H](CO)N1C[C@H](C)[C@H](CN(C)S(C)(=O)=O)Oc2ncc(-c3ccccc3)cc2C1=O	-5	3	4	-1	0	-21	-0.1	-2.8
CC(O)[C@H]1CNCCN1CCc1cc(C(F)(F)F)cc(C(F)(F)F)c1 (some centres not stated)	-12	7	-25	7	-3	-8	0.0	1.4
COc1cc(CN2CCN(C3CCC3)CC2CCO)cc(OC)c1 (configuration not stated)	4	3	8	-1	12	1	0.0	-1.8
Cc1ccc(C(=O)NNC(=O)c2cc3ccccc3cc2O)cc1	-4	2	9	-2	-9	0	-0.1	-3.1
Cc1noc(C)c1NC(=O)N(C)C[C@@H]1Oc2ccc(NC(=O)Nc3ccc(C(F)(F)F)cc3)cc2CC(=O)N([C@H](C)CO)C[C@@H]1C	-9	-9	-26	-3	-7	-12	0.1	-0.4
O=C(C[C@H]1C=C[C@H](NC(=O)C2CC2)[C@H](CO)O1)NCC1CC1	3	-5	-7	-10	-7	-3	-0.2	-0.1
C[C@H]1CCCCO[C@@H](CN(C)C(=O)C2CCCCC2)[C@@H](C)CN([C@@H](C)CO)C(=O)c2cc(NS(C)(=O)=O)ccc2O1	1	2	1	-8	-2	11	-0.1	-1.2
Cc1ccc(CN2CCCN(Cc3c(F)cccc3Cl)S2(=O)=O)cc1	-5	-1	0	-7	-6	18	-0.1	-0.7
COc1cc(/C=C(\C#N)C(N)=O)ccc1OS(=O)(=O)c1ccc(C)cc1	4	-8	9	3	-3	29	0.0	0.9
CC(Sc1nnc(-c2ccccc2F)o1)C(=O)Nc1ccc(N2CCOCC2)cc1 (configuration not stated)	6	3	20	0	-29	-65	1.2	0.9
C[C@@H]1CN([C@H](C)CO)C(=O)c2cc(NC(=O)NC3CCCCC3)ccc2O[C@@H](C)CCCCO[C@H]1CN(C)Cc1ccccc1	2	2	-16	-7	1	-3	-0.8	-1.3

Reformatted as a markdown table: 6 of the compounds above
| Compound | DENV2 CPE | ERp5 block | GSIS activator | ARNT-TACC3 inh | EWS-Fli inh | PAX8 inh HTS | XiGFP reactiv | F508del corr |
| --- | --- | --- | --- | --- | --- | --- | --- | --- |
| O=C(C[C@H]1C=C[C@H](NC(=O)C2CC2)[C@H](CO)O1)NCC1CC1 | 3 | -5 | -7 | -10 | -7 | -3 | -0.2 | -0.1 |
| C[C@H]1CCCCO[C@@H](CN(C)C(=O)C2CCCCC2)[C@@H](C)CN([C@@H](C)CO)C(=O)c2cc(NS(C)(=O)=O)ccc2O1 | 1 | 2 | 1 | -8 | -2 | 11 | -0.1 | -1.2 |
| Cc1ccc(CN2CCCN(Cc3c(F)cccc3Cl)S2(=O)=O)cc1 | -5 | -1 | 0 | -7 | -6 | 18 | -0.1 | -0.7 |
| COc1cc(/C=C(\C#N)C(N)=O)ccc1OS(=O)(=O)c1ccc(C)cc1 | 4 | -8 | 9 | 3 | -3 | 29 | 0.0 | 0.9 |
| CC(Sc1nnc(-c2ccccc2F)o1)C(=O)Nc1ccc(N2CCOCC2)cc1 (configuration not stated) | 6 | 3 | 20 | 0 | -29 | -65 | 1.2 | 0.9 |
| C[C@@H]1CN([C@H](C)CO)C(=O)c2cc(NC(=O)NC3CCCCC3)ccc2O[C@@H](C)CCCCO[C@H]1CN(C)Cc1ccccc1 | 2 | 2 | -16 | -7 | 1 | -3 | -0.8 | -1.3 |

Next section:
SMILES	DENV2 CPE	ERp5 block	GSIS activator	ARNT-TACC3 inh	EWS-Fli inh	PAX8 inh HTS	XiGFP reactiv	F508del corr
COc1cccc2c(SCC(=O)N/N=C/c3ccccc3)cc(C)nc12	-4	7	12	11	-6	22	-0.1	x
Cc1noc(C)c1S(=O)(=O)Nc1ccc2c(c1)C(=O)N([C@H](C)CO)C[C@H](C)[C@H](CN(C)C(=O)NC1CCCCC1)OCCCC[C@H](C)O2	0	-3	-17	0	10	4	0.2	1.0
CC(C)NC(=O)Nc1ccc2c(c1)C(=O)N([C@H](C)CO)C[C@H](C)[C@@H](CN(C)S(=O)(=O)c1ccc(F)cc1)OCCCC[C@@H](C)O2	5	0	-3	-4	-16	-40	0.2	-0.3
COc1cccc(OCc2cc(C(=O)NCC3CCCCC3)no2)c1	10	-3	-9	-7	x	-55	0.2	1.2
O=S(=O)(NCc1ccccn1)c1cc(C(F)(F)F)ccc1Cl	-6	3	-8	0	4	-11	-0.1	-0.1
O[C@@H]1CN(Cc2cccs2)[C@@H](c2ccc(Cl)cc2)C[C@H]1n1cc(-c2ccc(F)cc2)nn1	1	0	-9	x	10	4	-0.2	1.3
CCOC(=O)N1CCN(C(=O)c2cc3c(s2)-c2c(C)cccc2OC3)CC1	-4	3	-7	4	x	2	-0.1	-3.8
CCCC#Cc1ccc2c(c1)O[C@H](CN(C)Cc1ccccn1)[C@H](C)CN([C@@H](C)CO)S2(=O)=O	-5	2	-17	7	7	x	0.0	-0.3
Cc1cc(-c2ccccc2)nc(N/N=C/c2ccccc2F)n1	5	8	x	5	-117	-47	0.0	-1.2
CC=Cc1ccc2n(c1=O)C[C@@H]1[C@@H](CO)[C@H](C(=O)NCCC)[C@H]2N1S(=O)(=O)c1cn(C)cn1 (mixture of isomers)	x	x	5	x	-6	3	-0.1	-3.8
Cc1cc(C(=O)COC(=O)c2ccc[nH]c2=O)c(C)n1C	-13	0	-1	0	-14	32	0.0	2.0
CC(C)(C)NC(=O)CN(C(=O)CCC(=O)Nc1nccs1)c1ccccc1F	u	0	-7	x	5	-10	0.0	0.7
CCc1cccc(CC)c1NC(=O)COC(=O)c1ccc2c(c1)S(=O)(=O)c1ccccc1C2=O	x	x	-8	6	x	-7	0.2	x
COc1ccc(S(=O)(=O)N2CCNCC2)cc1	6	2	1	-2	6	-26	0.0	-1.5
Cc1ccccc1C(=O)Nc1scc(-c2ccc(Br)cc2)c1C(=O)O	1	-4	7	3	-27	26	0.0	x
Cc1cc(NC(=O)c2sccc2C)n(-c2nc3ccccc3[nH]2)n1	1	u	20	x	13	-2	0.0	1.0
COc1ccccc1CNC(=O)CCc1cn(C)c2ccccc12	4	-3	4	-4	-11	12	0.1	x
CCCN1CCN(CCCNC(=O)CCn2nc(-c3ccccc3)ccc2=O)CC1	-2	1	18	-4	8	-10	-0.1	2.0
Cc1ccc(CNS(=O)(=O)c2ccc3c(c2)CCN3C(=O)C2CCC2)cc1	-3	-5	6	-10	1	-2	0.1	-1.5
COc1ccc(CCNC(=O)c2cc3c(F)cccc3s2)cc1OC	1	2	-3	1	-6	-5	0.1	5.0
O=C(CNC(=O)N1CC(=O)Nc2ccccc21)NCCc1ccc(Cl)cc1	-1	0	-8	-7	-2	9	0.1	1.9
COc1ccc(C)cc1NC(=O)COC(=O)Cc1ccc(-c2ccccc2)cc1	x	x	-28	-1	x	8	0.3	x
O=C(C[C@@H]1CC[C@H]2[C@@H](COC[C@H](O)CN2S(=O)(=O)c2ccccc2F)O1)NCc1ccccc1Cl	-16	6	5	3	-3	5	0.4	-2.7
COc1ccc(OC)c(S(=O)(=O)N2CCCC(C(=O)NCCc3ccccc3)C2)c1 (configuration not stated)	u	5	9	-3	x	5	-0.1	-0.6
CC(COc1ccccc1)OC(=O)Nc1ccccc1 (configuration not stated)	-4	2	-6	-11	-12	-33	0.0	4.1
O=C(CCN1CCN(Cc2ccccc2)CC1)NNC(=O)c1ccc(Cl)c(Cl)c1	0	2	-9	x	2	0	0.3	-0.1
CC(=O)c1ccccc1N(C(=O)c1ccco1)C(C(=O)NC1CCCC1)c1ccc(C)cc1 (configuration not stated)	1	2	-3	-7	12	13	0.0	3.3
Cc1cc(C)c(Cn2c3ccccc3c3cnn(CC(=O)NCc4ccccn4)c(=O)c32)c(C)c1	5	2	-2	-1	x	16	0.1	-6.0
CCOc1ccc(N(CC(=O)NCCc2ccc(OC)cc2)S(C)(=O)=O)cc1	3	2	-5	-14	8	-14	0.0	1.8

Screens deposited in PubChem by Broad Institute.
